# Screens from PubChem BioAssay.
# GC-A act: GC-A stimulated cGMP production enhancers – HEK293 GC-A cells, cGMP TR-FRET, EC30 ANP, primary screen; activation, % at 10 µM; Atrial natriuretic peptide receptor 1 (Homo sapiens), P16066; 370,000 compounds, 0.14% hits; 0% at EC30 ANP, 100% saturating ANP; in the data active = activation above about 40%
# FXN GAA850 act: FXN promoter activators, primary screen, cell-based, luciferase luminescence, HEK293 lucGAA850. HEK293 lucGAA850 FXN promoter luciferase reporter, 24 h; percent of 10 µM SAHA response. 360,000 compounds, 0.56% hits. activation, % at 6 µM. AID 540364, 2011;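 active = activation above the average of all compounds screened plus 3 SD, cutoff fixed separately per campaign, cut at about 7.5% in these data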;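 also: 0% = DMSO wells and 100% = 10 µM SAHA wells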
# DAX1 inh-1: DAX1 (NR0B1) inhibitors, primary screen, cell-based, HEK293, Gal4-DAX1, luciferase luminescence; 340,000 compounds, 0.99% hits; inhibition, % at 6.75 µM; AID 504766, 2011; Nuclear receptor subfamily 0 group B member 1 (Homo sapiens), P51843; HEK293 Gal4-DAX1 luciferase reporter;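 active = inhibition above the mean over all tested compounds plus 3 SD, cut at about 4.2% in these data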;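 also: 0% = DAX1-transfected cells with DMSO and 100% = empty-vector control cells with DMSO; inhibition shows as a rise in luminescence from relieved DAX1 repression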
# Target sequence (P51843 207-470 limits assumed): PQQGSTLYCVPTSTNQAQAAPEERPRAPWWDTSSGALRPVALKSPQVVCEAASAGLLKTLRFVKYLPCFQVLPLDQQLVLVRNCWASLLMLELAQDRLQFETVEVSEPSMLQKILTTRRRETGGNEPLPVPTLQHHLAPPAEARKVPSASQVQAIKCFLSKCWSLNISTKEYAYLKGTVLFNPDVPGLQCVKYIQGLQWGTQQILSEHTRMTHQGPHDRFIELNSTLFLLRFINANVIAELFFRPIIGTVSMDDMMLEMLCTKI
# GC-B act: human GC-B receptor activators, primary screen, HEK293 GC-B cells, cGMP TR-FRET, EC30 CNP; Atrial natriuretic peptide receptor 2 (Homo sapiens), P20594; 0% at EC30 CNP, 100% saturating CNP; activation, % at 10 µM; 370,000 compounds, 0.11% hits;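 active = activation at 10 µM reaching about 35% in either raw or pattern-adjusted values, limit read from the data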
# SMARCA2 activ: SMARCA2 (BRM) function activators, primary screen, cell-based, luminescence, high throughput; MG213 cells, MMTV-luciferase reporter, dexamethasone, overnight; activation, % at 9.1 µM; 370,000 compounds, 1% hits; AID 652017, 2013; in the data active = activation above about 7.8%;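 also: 0% = vehicle wells and 100% = reference activator wells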
# sPLA2-III inh: human group III sPLA2 inhibitors, primary screen, biochemical, QFRET, BODIPY PC-A2 liposome substrate; Group 3 secretory phospholipase A2 (Homo sapiens), Q9NZ20; QFRET BODIPY PC-A2 liposome hydrolysis, fluorescence; inhibition, % at 12.2 µM; 370,000 compounds, 0.56% hits;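 active = inhibition above mean plus 3 SD of compounds lying within the high and low control bounds, cut at about 19% in these data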;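 also: 0% = median of test compound wells and 100% = no enzyme DMSO wells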
# Target sequence (Q9NZ20 whole entry, looked up): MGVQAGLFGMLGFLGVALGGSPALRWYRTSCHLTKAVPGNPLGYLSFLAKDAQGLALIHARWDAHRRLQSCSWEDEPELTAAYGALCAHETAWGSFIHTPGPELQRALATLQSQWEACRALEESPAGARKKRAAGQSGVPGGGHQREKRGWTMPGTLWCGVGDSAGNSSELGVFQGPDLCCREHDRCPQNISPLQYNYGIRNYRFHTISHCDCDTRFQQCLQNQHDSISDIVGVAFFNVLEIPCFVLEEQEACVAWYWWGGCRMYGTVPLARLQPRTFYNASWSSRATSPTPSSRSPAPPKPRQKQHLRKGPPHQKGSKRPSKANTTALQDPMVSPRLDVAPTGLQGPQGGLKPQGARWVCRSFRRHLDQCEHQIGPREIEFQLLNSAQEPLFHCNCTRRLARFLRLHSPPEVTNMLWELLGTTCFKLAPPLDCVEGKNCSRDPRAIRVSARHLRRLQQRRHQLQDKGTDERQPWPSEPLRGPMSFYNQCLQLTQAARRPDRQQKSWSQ
# proKLK7 act: proKLK7 zymogen activators, primary screen, biochemical, fluorescence intensity | AID 652039, 2013 | 370,000 compounds, 0.9% hits | Kallikrein-7 (Homo sapiens), P49862 | purified proKLK7, EDANS-DABCYL substrate fluorescence; 100% is mature enzyme control, 0% vehicle | activation, % at 7 µM;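 active = activation above the mean of all tested compounds plus 3 SD, computed per campaign excluding outliers beyond control limits, cut at about 13% in these data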
# Target sequence (P49862 whole entry, looked up): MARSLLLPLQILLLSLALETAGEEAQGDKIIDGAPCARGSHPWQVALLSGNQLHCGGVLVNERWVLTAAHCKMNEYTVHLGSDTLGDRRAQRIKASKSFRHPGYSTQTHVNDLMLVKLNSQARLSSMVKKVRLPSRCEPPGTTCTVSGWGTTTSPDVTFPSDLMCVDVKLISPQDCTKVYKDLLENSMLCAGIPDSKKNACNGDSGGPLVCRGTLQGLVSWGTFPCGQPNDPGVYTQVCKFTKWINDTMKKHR
# ssDAF12 agonist: S. stercoralis DAF-12 nuclear receptor activators, primary screen, cell-based, luminescence, HEK293, GRIP1 co-expression, lit1-tk-luc. Nuclear hormone receptor DAF-12 (Strongyloides stercoralis). 370,000 compounds, 1% hits. AID 652126, 2013. HEK293 ssDAF-12/GRIP1 lit1-tk-luc reporter; % of 3 µM dafachronic acid response. activation, % at 6.8 µM;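 active = activation above the mean over all tested compounds plus 3 SD, cut at about 0.9% in these data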;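 also: 0% = DMSO-only wells and 100% = 3 µM delta7-dafachronic acid wells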
# hgDAF12 agonist: H. glycines DAF-12 receptor agonists, primary screen, cell-based, luminescence, HEK293, GAL4 fusion, UAS-luciferase; Nuclear hormone receptor DAF-12 (Heterodera glycines), GAL4 fusion; HEK293 GAL4-hgDAF12 UAS-luciferase reporter, agonist luminescence; normalized to butyrate control; activation, % at 6.8 µM; 370,000 compounds, 1.8% hits;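 active = activation above a cutoff set at the mean of all screened compounds plus 3 SD, cut at about 10% in these data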;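 also: 0% = DMSO wells and 100% = sodium butyrate wells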
# hcDAF12 agonist: H. contortus DAF-12 nuclear receptor activators, primary screen, cell-based, luminescence, HEK293, lit1-tk-luc reporter | HEK293 hcDAF-12 lit1-tk-luc reporter; 0% DMSO, 100% Δ7-dafachronic acid | activation, % at 6.8 µM | 370,000 compounds, 1.4% hits | AID 652067, 2013;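 active = activation above the mean of all tested compounds plus 3 SD, cut at about 5.5% in these data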;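 also: 100% = response to 3 µM Δ7-dafachronic acid high control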
# DAX1 inh-2: DAX1 (NR0B1) inhibitors on StAR promoter, primary screen, cell-based, luminescence, SF-1 (NR5A1), full-length DAX-1 | inhibition, % at 6.8 µM | 370,000 compounds, 1.1% hits | HEK293T StAR-luciferase reporter, SF-1/DAX-1 repression relief | AID 652010, 2013;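 active = inhibition above the mean over all tested compounds plus 3 SD, cut at about 3.6% in these data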;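 also: 0% = DAX-1 cells with DMSO and 100% = cells lacking DAX-1 with DMSO; higher inhibition means more luminescence from relief of DAX-1 repression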
# An asterisk follows results filed as active; · = no result given. Compounds as they come. About 6.7% of those tested had a hit in this group.
SMILES,GC-A act,FXN GAA850 act,DAX1 inh-1,GC-B act,SMARCA2 activ,sPLA2-III inh,proKLK7 act,ssDAF12 agonist,hgDAF12 agonist,hcDAF12 agonist,DAX1 inh-2
O=C(Nc1ccc2oc(-c3ccncc3)nc2c1)c1ccco1,1,2.1,-0.7,-3,-1,0,3.2,-1.0,2.0,0.7,0.0
O=Nc1ccc(NOC(=O)c2ccccc2Br)cc1,4,0.8,1.1,0,-1,-94,-0.5,-1.4,-2.4,-0.6,-0.5
CC(C)Cc1nnc(NC(=O)C23CC4CC(CC(C4)C2)C3)s1,-6,0.3,-0.7,-1,-3,6,-1.1,-1.4,1.8,0.1,-0.1
Cc1cccc(OCC(=O)N/N=C/c2cccn2C)c1,2,-0.3,-2.4,4,-5,0,0.2,-2.0,-1.2,0.3,0.1
O=C(O)CCCNC1=NCCC1,0,0.6,0.7,0,2,6,0.9,-1.1,1.1,-0.1,-0.1
Cc1[nH]c(=S)c(C#N)c(C)c1CC(=O)c1ccc(Br)cc1,2,1.7,0.5,-3,0,7,0.0,-0.7,1.8,-2.2,-0.5
C=CCN(CC=C)C(=O)COn1nnc2ccc(S(=O)(=O)N3CCOCC3)cc21,6,0.1,-0.3,0,0,3,0.0,-0.5,-0.1,-0.8,-0.5
NC(=O)CSc1nnc(Cn2cnc3ccccc32)o1,2,0.6,4.2*,5,2,2,-0.4,-0.9,-1.9,-0.8,0.0
COc1cccc(CN2CCN(Cc3ccccc3C(F)(F)F)CC2)c1,-5,0.6,-0.1,-2,-2,0,0.7,-0.5,0.8,-0.8,-0.9
Cc1ccc(NC(=S)Nc2ccc(OC(F)F)c(Cl)c2)cc1F,3,1.3,0.1,7,2,8,0.0,-0.4,-4.3,-0.7,-0.4
Cc1ccc(/C=N/NC(=O)c2ccncc2)s1,-2,0.9,1.1,4,-4,5,0.4,-0.3,-0.3,-1.7,-0.3
CC1CCCC(C)N1C(=O)CN1C(=O)C(C)(C)Oc2ccc(C(=O)NC3CCCC3)cc21 (stereo unspecified),-7,2.1,-1.2,0,-3,3,-0.5,-1.5,1.7,-0.8,0.8
CC(C)(C)/C=N/NC(=O)CNC(=O)c1ccc2c(c1)OCCO2,2,1.2,0.2,2,2,0,-0.6,-1.9,-2.5,-1.5,-0.7
O=C(Nc1ccccc1)OCc1cc(-c2ccc(Cl)cc2)on1,0,-1.3,0.9,-9,1,2,-0.6,-1.0,-2.5,-2.0,0.1
O=C(Nc1cccc(-c2ccc(N3CCOCC3)nn2)c1)c1ccc(Cl)cc1,8,2.5,0.2,2,2,5,-1.0,-1.1,4.4,-0.2,2.6
S=C1NCN(CC2CC2)CN1,0,·,·,-3,-5,7,0.3,0.0,-0.4,-1.9,0.9
CC(=O)N1CCN2C(=O)C1CCCC(=O)c1cc(C(C)C)ccc12 (stereo unspecified),2,0.2,1.4,0,1,3,3.4,-1.5,-2.5,-1.3,0.6
Cc1ccc(S(=O)(=O)Nc2ccc3c(c2)C(=O)N([C@H](C)CO)C[C@H](C)[C@@H](CN(C)C(=O)Nc2ccc(C(F)(F)F)cc2)O3)cc1,0,0.7,-1.6,4,-3,-39,-0.1,-1.3,1.1,-0.4,0.4
CCCCN(C(=O)CCCc1nc2ccccc2c(=O)[nH]1)c1c(N)n(CC(C)C)c(=O)[nH]c1=O,2,0.7,1.2,3,-5,11,0.1,-0.9,-1.4,-1.1,-0.8
CN(C)C(=O)c1ccc(NC(=O)CSc2nnc(-c3ccc4c(c3)OCO4)o2)cc1,-2,0.2,2.8,1,-1,3,-0.1,-0.8,0.0,-0.6,0.5
Cc1ccc(S(=O)(=O)Nc2cccc(C(=O)NCc3ccccn3)c2)cc1F,0,-0.1,0.6,2,-6,0,-0.3,-1.5,1.2,0.8,1.3
C=CCSc1nnc(N2C(=O)C(O)=C(C(=O)c3ccco3)C2c2ccccc2F)s1 (stereo unspecified),-8,1.1,-0.1,0,0,-8,0.1,-1.1,-1.1,2.0,2.7
CC(C)(C)NC(=O)NC(=O)COC(=O)Cc1coc2ccc3ccccc3c12,-2,1.2,-0.5,-8,-1,-24,0.0,-0.6,1.6,1.2,-0.3
Cc1ccc(C)c(Oc2cc(NC(=O)CCCn3nc(C)c([N+](=O)[O-])c3C)cc([N+](=O)[O-])c2)c1,-4,2.8,-1.9,-6,2,2,-0.5,-0.7,1.9,0.8,-0.5
O=C(NNC(=O)c1ccc[nH]1)c1cc(Cl)cc(Cl)c1,0,-0.5,-0.5,6,-2,-1,0.2,-1.3,1.9,-0.9,-0.2
# Additional records
SMILES,GC-A act,FXN GAA850 act,DAX1 inh-1,GC-B act,SMARCA2 activ,sPLA2-III inh,proKLK7 act,ssDAF12 agonist,hgDAF12 agonist,hcDAF12 agonist,DAX1 inh-2
CCNC(=O)C1(C)CCN(C(=O)c2ccc(OC)cc2)C1 (stereo unspecified),0,0.4,·,4,0,0,-0.8,-1.0,-1.8,-0.3,1.2
CC(C)OP(=O)(OC(C)C)C(NC(=O)c1ccccc1Br)C(N)=O (stereo unspecified),3,0.5,1.5,-4,0,8,0.4,-1.3,0.6,0.1,-0.2
NS(=O)(=O)c1ccc(CCN2C(=O)/C(=C\c3ccc(Cl)cc3)SC2=S)cc1,-10,0.7,-0.4,-3,-1,-3,-0.1,-0.8,-0.3,-2.3,0.7
CCOc1cc(NC(=O)CCl)c(OCC)cc1NC(=O)CCl,-3,0.6,-5.0,-2,3,3,0.4,-1.5,-5.4,-2.9,-2.1
CC1=CN2CC(O)CN=C2C=C1 (stereo unspecified),1,0.5,1.4,5,1,4,4.8,-0.7,-1.1,-0.5,-0.1
O=C(c1ccc2ccccc2n1)N1CCN(c2ccccc2Cl)CC1,1,6.1,0.5,-4,7,-8,0.1,0.0,9.7,5.5,2.0
COc1ccc(N(CC(=O)Nc2cc(OC)c(OC)cc2C(=O)O)S(=O)(=O)c2c(C)noc2C)cc1,-1,-0.2,0.5,3,0,-7,0.7,-0.7,-1.4,1.6,-0.1
O=C(CN1C(=O)c2ccccc2C1=O)NC1CCC(O)CC1 (stereo unspecified),-1,-0.1,0.9,-3,-1,11,0.1,-1.1,0.3,-1.1,-1.1
CC(=O)Nc1ccc(NC(=O)C(C)OC(=O)CNC(=O)c2cccs2)cc1 (stereo unspecified),3,0.1,-0.3,2,-2,5,1.0,-0.8,1.5,-1.9,-0.8
N#CC1=C(N)Oc2n[nH]c(-c3ccccc3)c2C1c1ccncc1 (stereo unspecified),-4,0.9,0.2,-7,-1,-6,0.5,-0.8,-0.6,-0.5,-1.1
S=C(NCCc1ccccc1)NCCc1ccccc1,1,4.5,1.1,-3,7,3,0.0,0.5,8.5,3.8,1.4
O=C(CCc1ccccc1)Nc1c(F)cccc1F,-4,2.0,1.9,1,-1,12,-0.5,-1.9,3.0,-0.1,1.5
CCc1cc2c(-c3ccccc3)cc(=O)oc2cc1OC(C)C(=O)NCC1CCC(C(=O)O)CC1 (stereo unspecified),0,0.1,0.2,-8,1,-8,1.4,-2.0,-4.9,-2.1,-0.7
Cc1cccc(NC(=O)Cn2nnc(C(=O)Nc3ccc(F)c(Cl)c3)c2N)c1,12,-0.4,0.0,-3,-4,3,0.5,-0.7,1.7,-0.5,0.1
CCc1ccccc1NC(=O)c1cc(C)nn1-c1ccccc1,3,·,·,0,-4,5,-0.2,-0.9,-0.1,-0.8,-0.8
CCS(=O)(=O)c1nn2c(N)c(/C=C3/C=CC(=O)C(OC)=C3)c(=O)nc2s1,0,1.2,-0.8,-3,-1,5,-0.1,-0.7,-0.3,0.3,-0.3
COC(=O)CNC(=O)CSc1nnc(-c2ccc(OC)cc2)n1CC(C)C,-4,0.3,-0.5,0,-4,3,-0.7,-1.2,1.0,-1.0,-0.2
Cc1ccc(C2(C)NC(=O)N(CC(=O)Nc3cc(S(=O)(=O)N4CCCCC4)ccc3OC(C)C)C2=O)cc1 (stereo unspecified),2,0.6,-0.9,3,1,-8,-1.2,-1.1,-1.4,0.1,1.1
COc1cccc(Nc2nnc(SCC(=O)N(CC(C)C)CC(C)C)s2)c1,-2,-0.7,-1.4,4,0,-10,0.6,-0.9,0.1,-1.8,-0.5
C=CCN1C(=O)S/C(=C/c2ccc(Sc3nc4ccccc4[nH]3)o2)C1=O,-1,2.9,-3.4,0,-5,-17,-0.1,-2.0,-5.9,-5.0,-2.5
CN(CC(=O)Nc1cccc(F)c1)C(=O)c1ccccc1Sc1ccccc1C#N,-7,-0.2,-0.4,2,-1,-11,0.2,-1.4,1.5,0.7,-1.4
C[n+]1ccccc1/C=C1\Sc2ccccc2N1CCO,-7,0.4,1.8,-10,-1,8,-0.4,-0.9,-3.4,0.5,-0.3
COc1ccc(S(=O)(=O)Nc2ccc(S(=O)(=O)Nc3nccs3)cc2)cc1,-2,-0.6,0.1,2,-2,-21,0.6,-1.1,-1.6,-1.3,-0.3
Cc1cc(Br)ccc1NC(=O)CCS(=O)(=O)c1cccc2nonc12,0,-0.8,-1.1,-5,1,5,-0.1,-1.1,-0.4,-1.6,0.3
CC(C)=CC(=O)Nc1nnc(-c2cccnc2)s1,0,-1.3,1.8,-7,-7,0,-0.6,-0.9,1.4,-1.1,0.1
O=c1c2c3c(sc2nc2n1CCC2)CCCCC3,1,2.2,-0.8,1,-2,4,-0.2,-1.4,-1.5,-1.9,1.3
Oc1ccc2ccc3cccc[n+]3c2c1,8,-1.0,1.7,-2,0,-239,16*,0.0,0.2,-1.7,-0.2

# Limited to ssDAF12 agonist, for some of the entries so far:
Molecule | ssDAF12 agonist
CCNC(=O)C1(C)CCN(C(=O)c2ccc(OC)cc2)C1 (stereo unspecified) | -1.0
CC(C)OP(=O)(OC(C)C)C(NC(=O)c1ccccc1Br)C(N)=O (stereo unspecified) | -1.3
